Screens deposited in PubChem BioAssay by several laboratories.
KOR beta-arrestin-1: KOR antagonists, beta-arrestin recruitment, cell-based, luminescence, uHTS (AID 1778). KOR beta-arrestin recruitment, luminescence, antagonist mode; higher % means a stronger effect. inhibition, % at 10 µM, or IC50 in µM where a hit was titrated. actives 0.091% (n = 290,000); further: strong numbers were not always called active
AID2073: disruptors of CaV2.2 binding to Mint1 – biochemical, HTRF (AID 2073); HTRF protein-protein interaction, Mint1-CaV2.2; higher % means a stronger effect; inhibition, % at 20 µM; hits with a dose series show IC50 in µM; actives 0.19% (n = 290,000); in the data active means inhibition mostly above about 51%, no sharp cut-off; further: some results filed as inactive read as strong as hits
NOD1 inhibition: inhibition of NOD1-driven NF-kB reporter – cell-based, luminescence, uHTS, primary screen (AID 1578); NOD1-driven NF-kB luciferase reporter cells, luminescence; higher % means a stronger effect; inhibition, % at 4 µM, or EC50 in µM where a hit was titrated; actives 1% (n = 290,000); in the data active means inhibition mostly above about 36%, no sharp cut-off; inactive means mostly below about 34%;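 further: HEK-293T reporter cells stimulated with the NOD1 agonist gamma-tri-DAP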
Yfh1-off respiration: mitochondrial function rescue without frataxin homolog – Friedreich's ataxia, plus single-dose screen, dose response (AID 1465) | S. cerevisiae Yfh1-off respiration, WST-1 reduction, 72 h; higher fold induction means a stronger effect | fold induction at 50 µM, or EC50 in µM where a hit was titrated | actives 0.074% (n = 220,000);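 active means fold induction of absorbance versus untreated yeast above a set limit, then at least 30% activation at any dose in follow-up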;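 further: activators that raise dye reduction in frataxin-depleted yeast; strong numbers were not always called active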
Dengue-2 NS5 capping: flavivirus cap methylation enzyme inhibition – biochemical, confirmation dose response, primary screen (AID 588689); actives 0.3% (n = 340,000); inhibition, % at 25 µM, or IC50 in µM where a hit was titrated; Dengue-2 NS5 methyltransferase capping enzyme assay, biochemical; higher % means a stronger effect; in the data active means a potency from the dose series
HIV peptide binding: cell-free HIV fusion peptide-binding blockers – biochemical, uHTS, fluorescence dequenching, primary screen (AID 1986) | inhibition, % at 20 µM; hits with a dose series show IC50 in µM | actives 0.3% (n = 290,000) | cell-free peptide binding, fluorescence dequenching, 30 min; higher % means a stronger effect; in the data active means inhibition mostly above about 52%, no sharp cut-off; inactive means mostly below about 76%; further: some results filed as inactive read as strong as hits
HEK293 NOD2/NF-kB: NOD2 signaling inhibitors, cell-based, luminescence, uHTS, HEK293 (AID 1566); actives 0.63% (n = 290,000); one-dose inhibition, % at 4 µM; EC50 in µM for titrated hits; HEK293 NOD2/NF-kB luciferase reporter, luminescence; higher % means a stronger effect; further: many of its hits are not listed in these tables
West Nile antiviral: West Nile virus antiviral activity, cell-based, CPE readout (AID 1621); CPE inhibition, % at 10 µM; hits with a dose series show IC50 in µM; West Nile virus-infected cells, CPE inhibition; higher % means a stronger effect; actives 0.02% (n = 290,000); in the data active means a potency from the dose series; further: strong numbers were not always called active
KOR beta-arrestin-2: kappa opioid receptor activators – cell-based, luminescence, uHTS, primary screen (AID 1777). KOR beta-arrestin recruitment, luminescence; higher % means a stronger effect. activation, % at 10 µM; hits with a dose series show EC50 in µM. actives 0.02% (n = 280,000); in the data active means activation above about 50%, passing the limit was not always enough; further: a part of the inactive calls stands beside numbers as strong as those of hits
Dengue-2 NS5 capping pilot replicate: recorded beside Dengue-2 NS5 capping, whose call it bears; inhibition, %; measured here: pilot screen replicate inhibition
* marks the source's active call; other numbers are inactive results; i = inactive; . = no result given; [ ] = remark or other dose. Unless noted, no stated cut-off is given here; in the data, active means inhibition above about 50%; inactive means the rest. These rows are one share of the data. The share of hits here may be higher or lower than overall.

SMILES	KOR beta-arrestin-1	AID2073	NOD1 inhibition	Yfh1-off respiration	Dengue-2 NS5 capping	HIV peptide binding	HEK293 NOD2/NF-kB	West Nile antiviral	KOR beta-arrestin-2	others
Cc1c(/C(O)=C2/C(=O)C(=O)N(CCN3CCOCC3)C2c2cccnc2)cnn1-c1ccccc1 (configuration not stated)	7%	-4%	-18%	i	-8%	1.2%	8%	1.3%	7.2%
COCCNc1cnn(-c2ccccc2)c(=O)c1Cl	-46%[20 µM]	14%	-1%	.	-2%	-0.3%	0%	-0.4%	2.0%
Cc1ccc(NC2=NC(=S)N(CC#N)C23CCCCC3)cc1	-4%	4%	-17%	.	2%	-0.2%	0%	.	-4.3%
O=C(NCc1nnc(SCC(=O)N2CCOCC2)o1)c1c(F)cccc1F	-4%	2%	-30%	.	-4%	1.5%	6%	0.0%	-2.8%
O=C(CCC(=O)N1CCSc2ccccc21)NCc1cccc(Br)c1	14%[20 µM]	-3%	-27%	.	-7%	-0.4%	1%	-0.2%	-0.3%
CCOC(=O)c1ccc(NC(=O)C2CCN(S(=O)(=O)c3c(C)nn(C)c3C)CC2)cc1	4%[20 µM]	-1%	-14%	.	-1%	1.5%	19%	-1.2%	-2.8%
NS(=O)(=O)c1ccc(-c2ccc(/C=C3\C(=O)Nc4cc(Cl)ccc43)o2)cc1	4%[20 µM]	34%	-21%	i	5%	5.1%	-32%	0.1%	-7.0%
Cn1ccnc1SCC(=O)c1ccc(Br)cc1	4%	-17%	-4%	i	-1%	-1.0%	-15%	0.6%	0.3%
COc1ccc(C(=O)NC(=S)Nc2ccc(CN3CCOCC3)cc2)cc1Cl	-42%	-23%	3%	.	0%	0.3%	-6%	0.6%	17%
CS(=O)(=O)N1CC(C(=O)O)Oc2ccc(CC(=O)O)cc21 (configuration not stated)	-52%	21%	-22%	i	8%	6.0%	-6%	0.0%	5.6%
Cc1cc(C(=O)COC(=O)c2ccc[nH]c2=O)c(C)n1-c1ccccc1	-24%	-4%	57%	i	4%	-1.2%	11%	0.3%	6.8%
CCOc1ccc(C(=O)OCC(=O)NC2CCCC2)cc1OCC	-2%	-3%	-6%	.	-1%	1.4%	9%	0.3%	3.9%
CN(C)CCN(C(=O)/C=C/c1cccs1)c1nc2ccc(F)cc2s1	-19%	-3%	56%	i	-2%	-3.5%	3%	-0.2%	-1.0%
CCCCSc1nc2c(c(=O)[nH]1)CCC2	-19%	-1%	-4%	i	-1%	-2.8%	32%	-0.2%	-0.2%
CC1CC1c1ccc(/C=C(\C#N)C(=O)Nc2cc(Cl)ccc2Cl)o1 (configuration not stated)	-8%	12%	6%	i	-15%	16%	37%	-0.4%	-0.2%
COc1cc(CNCc2ccncc2)cc(Br)c1OCc1ccccc1F	13%	-2%	10%	i	-5%	-1.4%	24%	0.4%	0.8%
C/C=C(\C)CN1CCN(c2ccc(C)cc2)CC1	20%	-1%	-12%	i	4%	-1.3%	-23%	0.0%	-0.5%
CCN(Cc1cc2ccccc2[nH]c1=O)C(=O)C1CCCCC1	-5%	0%	-12%	i	0%	0.8%	12%	-0.7%	2.8%
O=C(Cc1ccccc1)N/N=C/C=C/c1ccccc1[N+](=O)[O-]	-3%	4%	4%	i	.	6.2%	4%	0.0%	0.4%
Cc1cc(F)ccc1NCc1ccc([N+](=O)[O-])cc1	15%	4%	-33%	i	-8%	-1.6%	-46%	-0.2%	-2.6%
Cn1c(=NC(=O)COc2ccccc2)sc2cccc(F)c21	14%	26%	-6%	i	-4%	-1.1%	-69%	0.2%	-1.0%
Cn1cnc2c1c(=O)n(Cc1cccc(F)c1)c(=O)n2C	3%	3%	-23%	.	-7%	-0.5%	9%	-0.6%	-3.4%
CN1CCN(c2nc3c(c(=O)[nH]c(=O)n3C)n2Cc2ccccc2F)CC1	16%	5%	-26%	.	.	-0.5%	19%	-0.5%	-4.3%
Cc1ccccc1C(=O)NC1CCN(Cc2nnnn2C2CCCC2)CC1	-9%	5%	-15%	i	-10%	2.7%	7%	-0.2%	0.1%
COc1ccc(CN(C(=S)Nc2ccccc2)C2CC(=O)N(c3ccccc3)C2=O)cc1 (configuration not stated)	8%	-9%	-8%	i	-1%	2.9%	-5%	-0.3%	-1.9%
CCCN1C(=O)c2ccccc2NC1c1ccc(O)c(OCC)c1 (configuration not stated)	9%	8%	4%	.	-3%	1.0%	10%	-0.9%	0.9%
Cc1nc2scc(C)n2c(=O)c1S(=O)(=O)NC(C)c1ccccc1 (configuration not stated)	1%	11%	-13%	.	2%	-1.6%	20%	-0.1%	-0.3%
COc1cccc(-c2nc(-c3ccccc3)no2)c1	18%	4%	-49%	i	-8%	1.2%	-147%	-0.2%	-1.3%
CN(Cc1ccco1)S(=O)(=O)c1nnc(NC(=O)c2ccccc2)s1	-26%	18%	-18%	.	7%	9.8%	-7%	-0.1%	5.6%
COc1cc(C=C2C(=O)c3ccccc3C2=O)cc(OC)c1	-7%	-66%	-5%	i	18%	-0.6%	6%	0.1%	11%
O=C(CSCc1cnn(-c2ccccc2)c1-n1cccc1)N1CCN(Cc2ccccc2)CC1	-12%	-6%	-7%	i	-1%	-0.6%	5%	-1.8%	3.4%
O=C(O)c1cc2cc(Cl)cc(Cl)c2oc1=O	-28%	12%	-8%	i	16%	-1.7%	-31%	0.1%	2.2%
Cc1cc(C(=O)NCC(=O)OCC(=O)N(C)C2CCCCC2)ccc1[N+](=O)[O-]	-11%	34%	-21%	i	0%	-0.3%	10%	-0.1%	1.9%
CCCCN(C(=O)c1ccc(Cl)cc1)C1CC2CCC(C1)N2C (configuration not stated)	21%	-1%	1%	i	1%	1.4%	21%	-0.3%	-3.6%
CCOC(=O)CN1CC23C=CC(O2)C(C(=O)Nc2ccc(F)c(C)c2)C3C1=O (configuration not stated)	-2%	-3%	-12%	i	-1%	-1.5%	0%	0.2%	0.6%
CC1CCCC(N2CCN(C(=O)c3cccc(F)c3)CC2)C1 (configuration not stated)	-2%	0%	-13%	i	-3%	-1.0%	-7%	-0.4%	-2.6%
Cc1ccc(-c2c3c(=O)n(C)c(=O)n(C)c3cn2-n2cnnc2)cc1	19%	-3%	2%	i	-25%	1.8%	5%	-0.1%	3.9%
CCn1c(C(C)NC(=O)Cc2ccccc2)nc2ccccc21 (configuration not stated)	3%	1%	-22%	i	-6%	0.3%	15%	-0.8%	0.3%
O=c1c2ccccc2nc(N/N=C/c2ccccc2)n1O	-24%	4%	-27%	i	-7%	-1.5%	-24%	-0.1%	3.1%
O=C1C2C3c4ccccc4C(c4ccccc43)C2c2nc3ccccc3n21 (configuration not stated)	16%	3%	-23%	i	-2%	-2.0%	4%	1.1%	-4.3%
O=C(CCc1nnc2ccc(NCc3ccco3)nn12)N1CCCCC1	-15%	13%	-15%	.	-7%	-0.4%	20%	-0.8%	-1.4%
Cn1c(SCc2ccc(C#N)cc2)nnc1-c1ccccc1	-22%	-5%	2%	i	5%	1.0%	-31%	-0.3%	3.1%
O=C(Cn1cc(C(=O)C(F)(F)F)c2cc(Br)ccc21)N1CCOCC1	-9%	3%	-39%	i	-6%	1.5%	25%	-0.3%	0.0%
CCCOn1c(-n2nc(C)cc2C)nc2ccccc2c1=O	-20%	25%	-11%	i	10%	-1.7%	-4%	-0.9%	3.5%	Dengue-2 NS5 capping pilot replicate=-0.8
CCC(C)(C(=O)NC1CCCCC1)N(Cc1ccco1)C(=O)CC1NC(=O)NC1=O (configuration not stated)	13%	30%	-15%	i	-5%	-1.3%	-6%	-0.2%	-0.9%
COc1ccc(OC)c(S(N)(=O)=O)c1	14%	-1%	-2%	i	-6%	-2.1%	4%	-0.2%	-4.8%
Cc1ccc(CSc2nnc(SCC(=O)N/N=C/c3c[nH]c4ccccc34)s2)cc1	-112%	60%*	0%	i	-3%	-0.1%	-28%	-0.7%	18%
COCCCNC(=O)C1CC(=O)N(CCc2ccc(F)cc2)C1 (configuration not stated)	3%	4%	-34%	.	2%	1.3%	-5%	0.1%	3.0%
Cc1oc(-c2ccc(Cl)cc2)nc1CN1CCC(C(=O)NCC2CCCO2)CC1 (configuration not stated)	-65%	-1%	-18%	.	-4%	1.1%	13%	-0.5%	0.4%
COc1ccc2oc(-c3ccccc3[N+](=O)[O-])cc(=O)c2c1	-174%[20 µM]	-13%	-43%	i	4%	-1.9%	-117%	-0.9%	-4.7%
Cc1nn(C(C)C(=O)NCCCN2CCCCCC2)c(=O)c2cc3sccc3n12 (configuration not stated)	-23%	-5%	-7%	.	-3%	1.8%	9%	-0.2%	1.7%
COC(=O)C1=C(C)N(C)C(=O)NC1c1cccc2ccccc12 (configuration not stated)	-4%	-2%	-7%	.	-3%	1.6%	10%	-1.1%	1.8%
CC1CCCN(S(=O)(=O)c2ccc([N+](=O)[O-])cc2)C1 (configuration not stated)	26%[20 µM]	8%	-28%	.	1%	1.5%	13%	-0.3%	-7.1%	Dengue-2 NS5 capping pilot replicate=-0.6
O=C1CN(C(=O)COC(=O)C23CC4CC(CC(O)(C4)C2)C3)c2ccccc2N1	4%	-1%	.	i	-1%	-1.3%	4%	0.1%	-1.6%
S=C(NCc1ccc(Cl)c(Cl)c1)NCc1ccco1	3%	0%	-23%	.	-5%	6.5%	-16%	-0.3%	8.2%
NC(=O)CC(NC(=O)Cc1cccc2ccccc12)c1ccc(NC2CCN(Cc3ccccc3)CC2)c([N+](=O)[O-])c1 (configuration not stated)	.	13%	-3%	.	-22%	4.8%	-2%	0.1%	.
O=C(C1CCN(S(=O)(=O)c2ccccc2)CC1)N1CCN(Cc2ccccc2)CC1	2%	14%	-23%	.	-5%	-1.2%	2%	-0.8%	0.9%
CC1(C)OC(=O)C(=NNc2ccccc2C(=O)O)C(=O)O1	32%	8%	6%	i	-5%	-0.7%	20%	-0.1%	3.3%
COc1cc(C(=O)COC(=O)c2cnc(C)cn2)ccc1OC(F)F	6%	10%	-11%	.	-1%	0.5%	5%	-0.5%	4.5%

Six records drawn at random from the list so far, as already listed:
SMILES	KOR beta-arrestin-1	AID2073	NOD1 inhibition	Yfh1-off respiration	Dengue-2 NS5 capping	HIV peptide binding	HEK293 NOD2/NF-kB	West Nile antiviral	KOR beta-arrestin-2	others
Cc1nn(C(C)C(=O)NCCCN2CCCCCC2)c(=O)c2cc3sccc3n12 (configuration not stated)	-23%	-5%	-7%	.	-3%	1.8%	9%	-0.2%	1.7%
CC1(C)OC(=O)C(=NNc2ccccc2C(=O)O)C(=O)O1	32%	8%	6%	i	-5%	-0.7%	20%	-0.1%	3.3%
COC(=O)C1=C(C)N(C)C(=O)NC1c1cccc2ccccc12 (configuration not stated)	-4%	-2%	-7%	.	-3%	1.6%	10%	-1.1%	1.8%
S=C(NCc1ccc(Cl)c(Cl)c1)NCc1ccco1	3%	0%	-23%	.	-5%	6.5%	-16%	-0.3%	8.2%
O=C(C1CCN(S(=O)(=O)c2ccccc2)CC1)N1CCN(Cc2ccccc2)CC1	2%	14%	-23%	.	-5%	-1.2%	2%	-0.8%	0.9%
CC1CCCN(S(=O)(=O)c2ccc([N+](=O)[O-])cc2)C1 (configuration not stated)	26%[20 µM]	8%	-28%	.	1%	1.5%	13%	-0.3%	-7.1%	Dengue-2 NS5 capping pilot replicate=-0.6
